H9c2 TAG inh: inhibitors of triacylglycerol accumulation; 0.66% of 230,000 active; AID 651582; H9c2 cells, Nile Red lipid (TAG) fluorescence; cells loaded with 200 µM oleic acid; inhibition, % at 12.5 µM;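 active = pattern-corrected inhibition of lipid staining of at least 50% with the nuclear-stain viability signal not falling by more than 50%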;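 note: 0% = DMSO wells and 100% = triacsin C control wells; some results filed as inactive read as strong as hits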
H9c2 TAG inh DAPI viability: recorded beside H9c2 TAG inh, whose call it bears; DAPI nuclei signal change (viability), lower = more cytotoxic, %;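 whole-well DAPI fluorescence read on a plate reader as a viability signal; minus 50 percent equals half of cells still viable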
* hit, by the source's call.

Start of the listing, in advance:
O=C(Nc1cccc(S(=O)(=O)N2CCCCC2)c1)c1ccc([N+](=O)[O-])o1 was read as H9c2 TAG inh 74* and H9c2 TAG inh DAPI viability -46*.
For OCCCc1nc2n(n1)C(c1ccccc1)C=C(c1ccccc1)N2 (configuration not stated) the results were H9c2 TAG inh 6 and H9c2 TAG inh DAPI viability -7.
For CCNS(=O)(=O)c1ccc(C(=O)OCC(=O)N2CCCc3ccccc32)cc1 the results were H9c2 TAG inh -16 and H9c2 TAG inh DAPI viability -4.
For Cc1noc(NS(=O)(=O)c2ccc(NC(=O)CSc3nc4c(cc3C#N)CCCC4)cc2)c1C the results were H9c2 TAG inh 2 and H9c2 TAG inh DAPI viability -3.
For Cc1ccc(OCC(=O)N2c3ccccc3CC2C)c([N+](=O)[O-])n1 (configuration not stated) the results were H9c2 TAG inh -2 and H9c2 TAG inh DAPI viability -1.

The whole of this part, from the start:
O=C(Nc1cccc(S(=O)(=O)N2CCCCC2)c1)c1ccc([N+](=O)[O-])o1 was read as H9c2 TAG inh 74* and H9c2 TAG inh DAPI viability -46*.
For OCCCc1nc2n(n1)C(c1ccccc1)C=C(c1ccccc1)N2 (configuration not stated) the results were H9c2 TAG inh 6 and H9c2 TAG inh DAPI viability -7.
For CCNS(=O)(=O)c1ccc(C(=O)OCC(=O)N2CCCc3ccccc32)cc1 the results were H9c2 TAG inh -16 and H9c2 TAG inh DAPI viability -4.
For Cc1noc(NS(=O)(=O)c2ccc(NC(=O)CSc3nc4c(cc3C#N)CCCC4)cc2)c1C the results were H9c2 TAG inh 2 and H9c2 TAG inh DAPI viability -3.
For Cc1ccc(OCC(=O)N2c3ccccc3CC2C)c([N+](=O)[O-])n1 (configuration not stated) the results were H9c2 TAG inh -2 and H9c2 TAG inh DAPI viability -1.
For COc1ccccc1NS(=O)(=O)c1ccc2[nH]c(=O)[nH]c2c1 the results were H9c2 TAG inh -1 and H9c2 TAG inh DAPI viability -6.
For Cc1ccc(NC(=O)c2ccc(S(=O)(=O)N(C)c3ccccc3)cc2)cc1S(=O)(=O)N1CCOCC1 the results were H9c2 TAG inh 7 and H9c2 TAG inh DAPI viability -10.
Screening Cc1onc(-c2c(Cl)cccc2Cl)c1C(=O)NN1CCCCCC1 returned H9c2 TAG inh 7 and H9c2 TAG inh DAPI viability -5.
CN(CC(=O)Nc1ccc(N2CCOCC2)cc1)C(=O)c1cccc(Cl)c1Cl was read as H9c2 TAG inh -15 and H9c2 TAG inh DAPI viability 1.
For COc1ccc(CCNC(=O)Cc2ccc(OCc3ccccc3)c(OC)c2[N+](=O)[O-])cc1OCc1ccccc1 the results were H9c2 TAG inh 10 and H9c2 TAG inh DAPI viability 3.
For Cc1nc2c(=O)[nH]c3ccccc3c2o1 the results were H9c2 TAG inh -4 and H9c2 TAG inh DAPI viability -5.
Screening CCOC(=O)c1nc2ccccc2c(=O)[nH]1 returned H9c2 TAG inh 1 and H9c2 TAG inh DAPI viability -5.
`CCCC(=O)Nc1cc(C)c2c(=O)oc3ccccc3c2n1` gave H9c2 TAG inh 19 and H9c2 TAG inh DAPI viability 6.
Screening CCC(C)NC(=O)CC(c1ccc(OC)cc1)n1cccc1 (configuration not stated) returned H9c2 TAG inh 7 and H9c2 TAG inh DAPI viability 12.
`COc1cc(OC)cc(C(=O)NCC(=O)N2CCCCCCC2)c1` gave H9c2 TAG inh -13 and H9c2 TAG inh DAPI viability -4.

The list goes on, overlapping the part above by 3 compounds.
`CCCC(=O)Nc1cc(C)c2c(=O)oc3ccccc3c2n1` gave H9c2 TAG inh 19 and H9c2 TAG inh DAPI viability 6.
Screening CCC(C)NC(=O)CC(c1ccc(OC)cc1)n1cccc1 (configuration not stated) returned H9c2 TAG inh 7 and H9c2 TAG inh DAPI viability 12.
`COc1cc(OC)cc(C(=O)NCC(=O)N2CCCCCCC2)c1` gave H9c2 TAG inh -13 and H9c2 TAG inh DAPI viability -4.
`COC(=O)C(c1ccccc1)N(Cc1cccc(CN(C(C(=O)OC)c2ccccc2)S(C)(=O)=O)c1)S(C)(=O)=O` (configuration not stated) gave H9c2 TAG inh -7 and H9c2 TAG inh DAPI viability -50.
`CCOc1ccc(C2NC(=O)NC(c3ccccc3)=C2C(C)=O)cc1OC` (configuration not stated) gave H9c2 TAG inh 1 and H9c2 TAG inh DAPI viability -9.
Screening CC1(c2nnc(-c3ccccc3)o2)CC(c2ccc(Cl)cc2)=NO1 (configuration not stated) returned H9c2 TAG inh -4 and H9c2 TAG inh DAPI viability 4.
Screening CCOC(=O)c1nnn2c1nc(SCC(C)=O)c1ccccc12 returned H9c2 TAG inh -2 and H9c2 TAG inh DAPI viability 10.
`O=C(NNC(=S)NC(=O)c1ccccc1[N+](=O)[O-])c1ccccc1` gave H9c2 TAG inh -4 and H9c2 TAG inh DAPI viability -15.
Cc1c2cnn(CC(=O)NCCN3CCOCC3)c(=O)c2c(C)n1Cc1ccccc1F was read as H9c2 TAG inh 3 and H9c2 TAG inh DAPI viability 0.
Cc1ccccc1N=C1NC(=O)/C(=C/c2cccnc2)S1 was read as H9c2 TAG inh 15 and H9c2 TAG inh DAPI viability -9.
Cn1ccnc1Sc1cc(NCCCO)c([N+](=O)[O-])c2nonc12 was read as H9c2 TAG inh -7 and H9c2 TAG inh DAPI viability 10.
Screening Cc1nnc(NC(=O)CSc2nnc(CNC(=O)c3ccccc3)n2-c2ccccc2)s1 returned H9c2 TAG inh -5 and H9c2 TAG inh DAPI viability 8.
`CCOC(=O)C1CCN(c2c(NCCN(CC)c3ccccc3)c(=O)c2=O)CC1` gave H9c2 TAG inh -7 and H9c2 TAG inh DAPI viability 1.
For Cc1sc2nc(SC3CCOC3=O)n(Cc3ccccc3)c(=O)c2c1C (configuration not stated) the results were H9c2 TAG inh 5 and H9c2 TAG inh DAPI viability 0.
Screening CCOC(=O)C(=O)NCC(c1cccs1)S(=O)(=O)c1ccc(F)cc1 (configuration not stated) returned H9c2 TAG inh 4 and H9c2 TAG inh DAPI viability 7.
For CC(C)(C)C(=O)c1cnc(Nc2ccccc2)s1 the results were H9c2 TAG inh 16 and H9c2 TAG inh DAPI viability 0.
Screening CCN(C(=O)COC(=O)c1ccc(OC)c(S(=O)(=O)N2CCCc3ccccc32)c1)C1CCS(=O)(=O)C1 (configuration not stated) returned H9c2 TAG inh 11 and H9c2 TAG inh DAPI viability -14.
COc1ccc(/C(O)=C2\C(=O)C(=O)N(CCN(C)C)C2c2cc(OC)c(OC)c(OC)c2)c(C)c1 (configuration not stated) was read as H9c2 TAG inh -7 and H9c2 TAG inh DAPI viability 12.
For O=C1OCCN1C(=O)[C@H]1[C@H](c2ccc(Cl)cc2)C(c2ccc(F)cc2)=NN1c1ccc(Br)cc1 the results were H9c2 TAG inh 105* and H9c2 TAG inh DAPI viability -14*.
`Cc1cccc(Cn2nnc3ccccc32)c1O` gave H9c2 TAG inh -7 and H9c2 TAG inh DAPI viability 0.
CC(=O)OC[C@@H]1CN(Cc2cccc(C(F)(F)F)c2)C[C@H](n2cnc3c(NCc4ccco4)ncnc32)O1 was read as H9c2 TAG inh 21 and H9c2 TAG inh DAPI viability -7.
CCOC(=O)CSc1nnc(CNC(=O)c2ccc(OC)cc2)n1C1CCCCC1 was read as H9c2 TAG inh -10 and H9c2 TAG inh DAPI viability -1.
For CN=C1SC(CC(=O)Nc2ccccc2F)C(=O)N1C (configuration not stated) the results were H9c2 TAG inh 4 and H9c2 TAG inh DAPI viability 2.
`COCCCNC(=O)/C=C/c1ccc(Cl)cc1Cl` gave H9c2 TAG inh 6 and H9c2 TAG inh DAPI viability -9.
`CN1CC(=O)N(CC(=O)N2CCC(Cc3ccccc3)CC2)C1=O` gave H9c2 TAG inh -7 and H9c2 TAG inh DAPI viability 6.
`Cc1cccc(-c2nc(C)cc(=O)[nH]2)c1` gave H9c2 TAG inh 9 and H9c2 TAG inh DAPI viability -12.
COc1ccccc1-c1cc(C(=O)N/N=C/C=C/c2ccccc2[N+](=O)[O-])c2ccccc2n1 was read as H9c2 TAG inh 3 and H9c2 TAG inh DAPI viability 15.
`CC1CN(S(=O)(=O)c2cccc(C(=O)N(Cc3nnc(-c4ccccc4Cl)o3)C3CC3)c2)CC(C)O1` (configuration not stated) gave H9c2 TAG inh -7 and H9c2 TAG inh DAPI viability 4.
For O=S(=O)(c1ccc(SCc2ccc(Br)cc2)nc1)N1CCCCC1 the results were H9c2 TAG inh -15 and H9c2 TAG inh DAPI viability 4.
For CCN1CCN(CCNC(=O)CS(=O)(=O)Cc2nc(-c3ccc(C)cc3)oc2C)CC1 the results were H9c2 TAG inh 10 and H9c2 TAG inh DAPI viability 1.
For CCN(CC)C(=O)c1sc(NC(=O)c2ccc3c(c2)OCO3)c(C(N)=O)c1C the results were H9c2 TAG inh -5 and H9c2 TAG inh DAPI viability -7.
Screening CN1C(=O)N(CC(=O)Nc2ccc(C(F)(F)F)cc2)C(=O)C12CCCCC2 returned H9c2 TAG inh -16 and H9c2 TAG inh DAPI viability 2.
Fc1ccc(NC(=S)N2CCN(c3ncccn3)CC2)cc1 was read as H9c2 TAG inh -8 and H9c2 TAG inh DAPI viability 4.
Cc1ccc(C(=O)N(CCN2CCCCC2)CC2CCCN(C3CCCC3)C2)s1 (configuration not stated) was read as H9c2 TAG inh 12 and H9c2 TAG inh DAPI viability 8.
For CC1(C)CC(OC(=O)c2ccco2)CC(C)(C)N1O the results were H9c2 TAG inh 0 and H9c2 TAG inh DAPI viability -2.
`CCCCC(=O)N(C)c1c(CC)nc2c(OCCOc3ccc(F)cc3)cccn12` gave H9c2 TAG inh 1 and H9c2 TAG inh DAPI viability -11.
C[C@H](NC(=O)c1nc[nH]c1C(=O)NCC(=O)OCc1ccccc1)C(=O)OCc1ccccc1 was read as H9c2 TAG inh 11 and H9c2 TAG inh DAPI viability 4.
CCOC(=O)N/N=C/c1c(F)c(F)c(F)c(F)c1F was read as H9c2 TAG inh 13 and H9c2 TAG inh DAPI viability -11.
For O=C(c1cccs1)N1CCN(c2cc(Cl)ccc2Cl)CC1 the results were H9c2 TAG inh -3 and H9c2 TAG inh DAPI viability -3.
`CC1CCN(S(=O)(=O)c2ccc3c(c2)N(C)C(=O)CC(=O)N3C)CC1` gave H9c2 TAG inh -13 and H9c2 TAG inh DAPI viability 1.
`CCOc1cc(/C=N/NC(=O)c2ccncc2)cc(Br)c1O` gave H9c2 TAG inh 2 and H9c2 TAG inh DAPI viability 1.
Screening C#CCOCCOCCOCCNc1nc(N2CCN(C(=O)[C@H]([C@@H](C)O)n3cc(CCCCN)nn3)CC2)nc(N2CCN(C(=O)[C@H]([C@@H](C)CC)n3cc(CCCN=C(N)N)nn3)CC2)n1 returned H9c2 TAG inh -1 and H9c2 TAG inh DAPI viability 13.
Screening CCn1c(=N)c(C(=O)NC)cc2c(=O)n3cccc(C)c3nc21 returned H9c2 TAG inh 2 and H9c2 TAG inh DAPI viability 107.
Screening COc1ccc2cc3cc(C(=O)NCc4ccc5c(c4)OCO5)oc3nc2c1 returned H9c2 TAG inh 21 and H9c2 TAG inh DAPI viability 8.
C=C(C)c1cccc(C(C)(C)NC(=O)NCc2ccncc2)c1 was read as H9c2 TAG inh -6 and H9c2 TAG inh DAPI viability 7.
`N#CC1=C(N)Oc2n[nH]c(-c3ccc(F)cc3)c2C1c1ccncc1` (configuration not stated) gave H9c2 TAG inh -7 and H9c2 TAG inh DAPI viability 4.
`COc1cc(/C=C(\C#N)C(=O)NC(C)C)cc(Cl)c1O` gave H9c2 TAG inh -4 and H9c2 TAG inh DAPI viability -14.
For C[C@@H]1CN([C@@H](C)CO)C(=O)CCCn2nncc2CO[C@H]1CN(C)C(=O)Nc1ccccc1C(F)(F)F the results were H9c2 TAG inh 8 and H9c2 TAG inh DAPI viability 4.
For Cc1ccc(NC(=O)CNC(=O)c2cccs2)c(O)c1 the results were H9c2 TAG inh 4 and H9c2 TAG inh DAPI viability 10.
For O=C(O)C1=C[C@@H](c2ccc(C(F)(F)F)cc2)C[C@@H](OCc2ccc(CO)cc2)O1 the results were H9c2 TAG inh -13 and H9c2 TAG inh DAPI viability 1.
For Cc1cccc(NC(=O)CSc2nnc(-c3ccco3)c(-c3ccco3)n2)c1C the results were H9c2 TAG inh -6 and H9c2 TAG inh DAPI viability -2.
For C[C@@H](C(=O)NCC1CC1)[C@@H]1C[C@@]1(C)[C@@H](NC(=O)OCc1ccccc1)c1ccccc1 the results were H9c2 TAG inh -11 and H9c2 TAG inh DAPI viability -2.
`Cn1nc(C(=O)N2CCN(S(=O)(=O)c3ccc(Cl)cc3)CC2)c2ccccc2c1=O` gave H9c2 TAG inh -10 and H9c2 TAG inh DAPI viability 0.
Screening Cc1ccccc1C(=O)N1CCC1(C)C(=O)NC(C)C (configuration not stated) returned H9c2 TAG inh -5 and H9c2 TAG inh DAPI viability -8.
COC(=O)c1cn(NC(=O)C2COc3ccccc3O2)c(=O)c2ccccc12 (configuration not stated) was read as H9c2 TAG inh -44 and H9c2 TAG inh DAPI viability -10.
For CN(Cc1ccon1)Cc1cn(C)nc1-c1ccc(Oc2ccccc2)cc1 the results were H9c2 TAG inh 6 and H9c2 TAG inh DAPI viability -8.
For COc1ccc2nc(NC(=O)CN3C(=O)NC4(CCCCC4)C3=O)sc2c1 the results were H9c2 TAG inh -10 and H9c2 TAG inh DAPI viability 3.
COc1cc(N)c(Cl)cc1C(=O)OC(C)C(=O)Nc1cccc(S(=O)(=O)N2CCOCC2)c1 (configuration not stated) was read as H9c2 TAG inh 7 and H9c2 TAG inh DAPI viability 12.
Cc1nc(Sc2ccccc2)c(C#N)c(C)c1[N+](=O)[O-] was read as H9c2 TAG inh 0 and H9c2 TAG inh DAPI viability 7.
For CNC(=O)c1cc2cc(OC)ccc2oc1=N the results were H9c2 TAG inh 9 and H9c2 TAG inh DAPI viability -2.
CN(C(=O)c1cccc(NC(=O)C2CCN(C(=O)OC(C)(C)C)CC2)c1)C1CCCCC1 was read as H9c2 TAG inh -21 and H9c2 TAG inh DAPI viability 4.
`CCOc1ccc(N(CC(=O)NCc2ccccc2)S(=O)(=O)c2c(C)noc2C)cc1` gave H9c2 TAG inh -3 and H9c2 TAG inh DAPI viability -5.

Bioassay records (PubChem)

A portion of the library. The share of hits here may be higher or lower than overall.
